Screens from PubChem BioAssay.
B2AR arrestin ag: qHTS assay of beta-arrestin-biased ligands of beta2-adrenergic receptor: NCGC Sytravon Library Screen. 44,000 tested, under 10 active. Beta-2 adrenergic receptor (Homo sapiens), P07550. HTLA Tango cells, beta-arrestin recruitment, luciferase luminescence, 18 h. Potency, µM (doses to about 46.1 µM), for the others: top-dose activation, hits mostly activators. AID 1347077, 2019;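 also: potency is read from the fitted curve at half-maximal effect; 0% = DMSO and full agonism = EC100 isoproterenol or metaproterenol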
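Tango cells (recombinant beta2-AR, beta-arrestin, tTA-driven luciferase), 1500/well in DMEM 1% FBS, treated 18 h at 37 °C with compounds up to 46 µM; luciferin mix added, luminescence read after 15 min; %activity curves fitted and curve-classed.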
NTMT1 inhibitor: Primary qHTS for Inhibitors of N-terminal methyltransferase 1 (NTMT1): MTaseGlo Assay; N-terminal Xaa-Pro-Lys N-methyltransferase 1 (Homo sapiens), Q9BV86; NTMT1 MTase-Glo SAH luminescence, purified enzyme; Potency, µM (doses to about 114 µM), for inactives: at the highest dose activity change, negative = inhibition, most hits filed as inhibitors; hit rate 2.5% among 59,000; AID 1645870, 2021;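 also: potency is read from the fitted curve at half-maximal effect; plate controls were DMSO vehicle for no effect and no enzyme for full effect; nearly all actives have a fitted effect of over 65% in size; many of its hits are not listed in these tables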
Target sequence (Q9BV86 whole entry, looked up): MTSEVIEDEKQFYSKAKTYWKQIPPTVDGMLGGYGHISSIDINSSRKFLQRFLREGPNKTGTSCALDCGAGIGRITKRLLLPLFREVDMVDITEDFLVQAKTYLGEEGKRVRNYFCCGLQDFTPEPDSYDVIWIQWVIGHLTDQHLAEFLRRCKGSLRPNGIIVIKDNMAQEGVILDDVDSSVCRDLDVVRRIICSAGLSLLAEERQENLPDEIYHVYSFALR
GALK inh: qHTS Assay for Inhibitors of Human Galactokinase (GALK): NCGC Sytravon Library Screen. recombinant GALK, Kinase-Glo ATP luminescence, 1 h. Potency, µM (titrated, usually from 57.5 µM), inactives show at the top dose activity, negative = inhibition, actives largely listed as inhibitors. 44,000 tested, under 10 active;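 also: plate controls were full GALK reaction for no effect and reaction lacking GALK for full effect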
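Human GALK (5 nM) was incubated with 35 uM ATP and 100 uM galactose in 20 mM HEPES pH 8.0 with MgCl2, NaCl, DTT and BSA for 1 h at room temperature. Remaining ATP was measured by Kinase-Glo Plus luminescence.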
p53null 32C tox: qHTS Screen for Compounds that Selectively Target Cancer Cells with p53 Mutations: Cytotoxicity of p53 Null Cells at the Permissive Temperature; AID 903, 2007; Potency, µM (doses to about 46.1 µM), for inactives: at the highest dose activity change, negative = cytotoxicity, actives largely listed as cytotoxic; H1299-neo p53 null cells, ATP luminescence, 24 h, 32C; hit rate 0.62% among 55,000;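 also: potency is read from the fitted curve at half-maximal effect; 0% = DMSO only and -100% = full killing by 100 µM tamoxifen; nearly all actives have a fitted effect of over 55% in size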
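ATP-content luminescence in p53-null H1299-neo cells after 24 h compound exposure (up to 46 uM) at 32C permissive temperature; 0% and 100% killing set by DMSO and 100 uM tamoxifen; Hill-equation AC50.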
FH mod: Identification of activators of human fumarate hydratase by quantitative high-throughput screening; hit rate 0.22% among 54,000; FH coupled MDH/diaphorase resazurin fluorescence, 15 min; Potency, µM (titrated, usually from 79.9 µM), without a hit: at the top dose activity change, negative = inhibition, usual class: inhibitors; Fumarate hydratase, mitochondrial (Homo sapiens), P07954; also: potency is read from the fitted curve at half-maximal effect; % is scaled to controls: 0 for no effect and ±100 for the full control effect; the screen sought activators but most active calls are inhibition curves; nearly all actives have a fitted effect of over 45% in size
Target sequence (P07954 whole entry, looked up): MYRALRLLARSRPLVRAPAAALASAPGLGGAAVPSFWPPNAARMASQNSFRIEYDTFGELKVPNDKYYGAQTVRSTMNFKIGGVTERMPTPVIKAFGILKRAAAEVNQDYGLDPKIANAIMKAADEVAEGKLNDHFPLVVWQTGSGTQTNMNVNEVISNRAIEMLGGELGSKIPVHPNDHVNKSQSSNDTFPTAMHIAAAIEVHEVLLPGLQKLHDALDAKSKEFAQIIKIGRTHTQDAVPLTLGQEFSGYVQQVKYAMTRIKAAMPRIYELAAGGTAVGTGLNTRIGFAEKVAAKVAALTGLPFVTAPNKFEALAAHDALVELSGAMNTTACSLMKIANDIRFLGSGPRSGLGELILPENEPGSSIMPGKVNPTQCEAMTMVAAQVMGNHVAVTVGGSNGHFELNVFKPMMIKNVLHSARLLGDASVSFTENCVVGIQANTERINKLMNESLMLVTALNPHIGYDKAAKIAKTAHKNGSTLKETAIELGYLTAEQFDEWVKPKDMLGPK
TSG101-PTAP inh: qHTS Validation Assay for Inhibitors of HIV-1 Budding by Blocking the Interaction of PTAP/TSG101: Sytravon Library Screen; Fluorescence polarization, FITC-PTAP peptide/Tsg101, 20 min; Potency, µM (series often up to 115 µM), without a hit: at the highest dose activity change, negative = inhibition, hits mostly inhibitors; 44,000 tested, under 10 active; AID 1347069, 2019; also: potency is read from the fitted curve at half-maximal effect; 0% is about no effect
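The Tsg101 binding domain, at 10 uM final, is mixed with compound and a FITC peptide bearing the PTAP motif (50 nM final). After 20 min at r.t., polarization is measured; actives defined by CRC class, efficacy cut-off 60% inhibition.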
p53null 39C kill: qHTS Screen for Compounds that Selectively Target Cancer Cells with p53 Mutations: Cytotoxicity of p53 Null Cells at the Nonpermissive Temperature; H1299 p53-null (neo) cells, 39C, ATPlite viability, 24 h; Potency, µM (titrated, usually from 46.1 µM), for inactives: at the top dose activity, negative = cell killing, most hits filed as cytotoxic; hit rate 0.97% among 55,000; AID 904, 2007;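 also: potency is read from the fitted curve at half-maximal effect; 0% = DMSO only and -100% = full killing by 100 µM tamoxifen; nearly all actives have a fitted effect of over 50% in size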
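Concentration-response (up to 46 uM) was run for 24 h at the nonpermissive 39C on H1299-p53A138V or H1299-neo cells. ATP content was measured with ATPlite luminescence. AC50 values were Hill-modeled after normalizing between DMSO and 100 uM tamoxifen killing.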
* = called active by the depositor; ? = inconclusive; · = no result given; [ ] = remark or other dose. Calls follow the shape of the dose curve; as a rule, active = well fitted curve in the direction sought with a large enough effect; inconclusive = small, poorly fitted or top-dose-only effect, or another doubt; inactive = no such curve, though single readings can be large; an effect the other way counts as inactive or inconclusive.

SMILES | B2AR arrestin ag | NTMT1 inhibitor | GALK inh | p53null 32C tox | FH mod | TSG101-PTAP inh | p53null 39C kill
CCc1ccc(NC(=O)c2nc3nc(C)cc(C(F)F)n3n2)cc1 | -1% | -3% | -2% | -12% | 23% | -4% | 29%
COc1ccccc1C(=O)NCCn1cc(SCc2ccc(C)cc2)c2ccccc21 | 1% | 5% | 4% | · | -14% | -8% | ·
COc1ccccc1CNC(=O)c1cnc(N(C)C)nc1 | 0% | 10% | -3% | 0% | 2% | -3% | 4%
Cc1ccc(Cn2c(=O)n(CCCC(=O)NCc3ccccc3Cl)c(=O)c3ccccc32)cc1 | 0% | -1% | 4% | -1% | -34% | 2% | -23%
COc1ccc(CSc2nc3ncccc3[nH]2)cc1 | 0% | ? | 1% | 11µM* | 7% | 2% | 11µM*
O=C(Cn1cc(SCc2ccccc2)c2ccccc21)N1CCCCCC1 | 0% | -6% | 2% | 12% | -16% | 1% | 10%
CCC(C)Sc1oc(-c2ccco2)nc1S(=O)(=O)c1ccc(Cl)cc1 (stereo unspecified) | -2% | -11% | 1% | 9% | -16% | 9% | 35%[activator]
CC(=O)c1cccc(NC(=O)c2c(C)nn(-c3ccc(F)cc3)c2-n2cccc2)c1 | 1% | -9% | 0% | 8% | -29% | -1% | 0%
COc1ccc(-c2nnc(SCC(=O)Nc3ccc(C)c(C)c3)s2)cc1 | -1% | -2% | 1% | -15% | 6% | -3% | 4%
COc1ccccc1Nc1cc(C(=O)NCCCN(C)c2ccccc2)c2ccccc2n1 | 1% | 7% | -1% | 19% | -19% | -3% | 12%

Whole records as entered above. Order of screens: B2AR arrestin ag, NTMT1 inhibitor, GALK inh, p53null 32C tox, FH mod, TSG101-PTAP inh, p53null 39C kill
Record of `COc1ccccc1CNC(=O)c1cnc(N(C)C)nc1` = 0%, 10%, -3%, 0%, 2%, -3%, 4%
Record of `CC(=O)c1cccc(NC(=O)c2c(C)nn(-c3ccc(F)cc3)c2-n2cccc2)c1` = 1%, -9%, 0%, 8%, -29%, -1%, 0%
Record of `CCC(C)Sc1oc(-c2ccco2)nc1S(=O)(=O)c1ccc(Cl)cc1` (stereo unspecified) = -2%, -11%, 1%, 9%, -16%, 9%, 35%[activator]
Record of `COc1ccc(CSc2nc3ncccc3[nH]2)cc1` = 0%, ?, 1%, 11µM*, 7%, 2%, 11µM*

Following part.
SMILES | B2AR arrestin ag | NTMT1 inhibitor | GALK inh | p53null 32C tox | FH mod | TSG101-PTAP inh | p53null 39C kill
COc1ccc(-c2noc(-c3ccc(N4CCC(C)CC4)c([N+](=O)[O-])c3)n2)cc1OC | -1% | 8% | ? | 1% | 0% | 9% | ?
CCOC(=O)C1CCC(CN(Cc2c(Cl)cccc2Cl)S(=O)(=O)c2ccc(F)c(C)c2)CC1 (stereo unspecified) | 1% | 10% | 0% | -3% | -11% | 0% | -6%
Cc1ccc(C)c(N2CCN(C(=O)c3cc4c(=O)n(Cc5ccccc5)ccc4nc3C)CC2)c1 | 1% | ? | -1% | 26% | -4% | -4% | 37%[activator]
Cc1ccc(C)c(N2CCN(CCCNC(=O)Cn3ncc4c5ccccc5n(C)c4c3=O)CC2)c1 | -3% | 3% | 6% | 16% | -14% | 2% | -2%
NC(=O)c1cc(S(=O)(=O)NCc2ccc(Br)cc2)cs1 | 1% | -3% | 0% | 0% | -2% | -7% | -22%
COc1cc(OC)c(NC(=O)CSC2=Nc3ccccc3N=C(c3ccc(F)cc3)C2)cc1Cl | 3% | -3% | 1% | -5% | -9% | -2% | -14%
CC1=C(C(=O)Nc2cc(Cl)ccc2C)C(c2ccco2)n2ncnc2N1 (stereo unspecified) | -1% | 9% | 0% | -4% | 5% | -3% | -11%
Cc1cc(C)cc(OCC(=O)Nc2cccc(-c3nc4ccccc4[nH]3)c2)c1 | 1% | -2% | 2% | ? | -24% | 4% | ?
Cc1ccc(NCc2nc3ccccc3n2CCOc2ccccc2C)cc1 | 0% | 7% | -6% | 55%[activator] | ? | -1% | ?
CCOc1ccc(CCNC(=O)C2=C(C)C(=O)OC23CCCCC3)cc1 | 0% | 22% | 8% | -3% | -3% | -2% | 6%
CCOc1cc(CNC(=O)c2ccccc2NC(=O)c2nsc3ccccc23)ccc1OC | 1% | -2% | -1% | -11% | 0% | 4% | -24%
Cc1ccc(OCC(=O)Nc2ccc(OCc3cc(=O)n4c(C)csc4n3)cc2)cc1C | -2% | -2% | 7% | -1% | 3% | 1% | 23%
CC(C)CCNC(=O)CCC(=O)NNc1nc2ccccc2c2nc(-c3ccccc3)nn12 | 1% | 23% | 1% | -4% | -3% | -2% | -21%
COc1cc(Cl)c(C)cc1NC(=O)Cn1ncc2c3ccccc3n(Cc3ccccc3)c2c1=O | -3% | -6% | -13% | -9% | 1% | 1% | -29%
CCc1ccccc1NC(=O)N1CC(CC)Oc2ccc(Cl)cc21 (stereo unspecified) | -1% | 4% | 4% | 4% | 0% | 0% | -2%
CCCN(CCC)c1nn2c(=O)c(C(=O)NCc3cc(Br)ccc3OC)cnc2s1 | 0% | 2% | 0% | 0% | -4% | -10% | -9%
COc1ccc(CNC(=O)CCc2c(C)c3cc4c(C)coc4cc3oc2=O)cc1 | 0% | · | 7% | -3% | · | 0% | 0%
Cc1c(-c2nnc(SCC(=O)Nc3ccccc3F)o2)nnn1-c1ccc(F)cc1 | 0% | 5% | 3% | 3% | 8% | 39%[activator] | -7%
Cc1nc(-c2ccc(S(=O)(=O)Nc3ccc(C)c(N(C)C)c3)cc2)co1 | 0% | -7% | 2% | 16% | -3% | -11% | 0%
CCc1nnc(NC(=O)c2nc(SCc3ccccc3C)ncc2Cl)s1 | 0% | 11% | -1% | -2% | -5% | -5% | -1%
CSc1ccc(CCNC(=O)c2c(C)nn(-c3ccc(F)cc3)c2-n2cccc2)cc1 | -1% | 8% | 2% | 32%[activator] | ? | -2% | 93%[activator]
CCc1ccc(CNC(=O)CCC(=O)N2Cc3cccc(OC)c3Oc3ncccc32)cc1 | -1% | 6% | 0% | 0% | 1% | -7% | 6%
CCOC(=O)c1ccc(NC(=O)c2cc3cc(C)ccc3n2C)cc1 | -4% | 0% | 2% | -16% | -3% | 2% | -3%
Cc1ccc(CSc2nc3ccncc3n2Cc2nc(-c3ccccc3C)oc2C)cc1 | -2% | -17% | -4% | 7.9µM* | -22% | -11% | 6.3µM*
Cc1ccccc1NC(=O)c1c(C)oc2ccc(O)c(CN3CCOCC3)c12 | 1% | · | 2% | 2% | · | 0% | 7%
CCOC(=O)c1sc(NC(=O)c2cc3nc(-c4ccc(Br)cc4)cc(C(F)(F)F)n3n2)c(C(=O)OCC)c1C | -1% | -4% | 4% | -11% | -22% | 1% | 11%
Cc1cccc(CSc2nc3c(c(=O)[nH]2)CCC3)c1 | 1% | -4% | 0% | 3% | -8% | 0% | 16%
O=C(CSc1nc(-c2ccccc2)no1)N1CCN(c2ccc(F)cc2)CC1 | 0% | -2% | 4% | -4% | -3% | -4% | 7%
COc1cc(NC(=O)c2c(-c3ccc(C)cc3)nnc3ccccc23)cc(OC)c1OC | 0% | -15% | 1% | -2% | -9% | -1% | 3%
CCc1ccc(NC(=O)C2CCCN2S(=O)(=O)c2ccc3nc(-c4ccccc4)[nH]c3c2)cc1 (stereo unspecified) | 1% | 0% | 3% | 5% | -23% | -18% | 9%
COc1ccc(N2CCN(C(=O)CSCc3nc(-c4ccccc4Cl)oc3C)CC2)cc1 | -2% | ? | 1% | -2% | -29% | 1% | 12%
Cc1ccc2c(c1)N(CC(=O)NCCCN1CCCCC1)C(=O)c1cccnc1O2 | 0% | 5% | 4% | -2% | 6% | -1% | -1%
Cc1cccc(NC(=O)c2cn(-c3ccccc3)nc2-c2ccccc2)c1C | 12% | -23% | -2% | 5% | ? | -5% | 13%
COc1ccc(-c2noc(-c3ccc(N4CCN(c5ccc(OC)cc5)CC4)c([N+](=O)[O-])c3)n2)cc1 | -3% | -10% | 1% | -8% | -2% | 2% | -2%
CCOC(=O)c1cccc(NC(=O)NCc2ccc3c(c2)CCN3C(=O)c2ccccc2)c1 | 3% | -4% | 4% | 11% | ? | 9% | 7%
CC(C)CCn1c(=O)c2sccc2n2c(CCCC(=O)NC(C)c3ccccc3)nnc12 (stereo unspecified) | 0% | -3% | 3% | -3% | 11% | -1% | -6%
COc1ccc(Nc2c(-c3ccc(Cl)cc3)nc3cnccn23)cc1OC | -1% | -1% | ? | 17% | -28% | 0% | 6%
CCOc1ccc(-c2nnc(SCC(=O)NCc3ccccc3)o2)cc1 | -2% | ? | -1% | -9% | -15% | 4% | ?
CC1CCCCN1CCCNC(=O)CN1C(=O)c2cccnc2Oc2ccc(Cl)cc21 (stereo unspecified) | 0% | -1% | 1% | -3% | 3% | 2% | -7%
COc1ccccc1NC(=O)N1CC=C(c2c[nH]c3ccccc23)CC1 | -1% | -1% | 8% | -2% | -11% | 11% | -6%
CCOC(=O)C1=C(CNCc2ccc(Cl)cc2)NC(=O)NC1c1ccccc1 (stereo unspecified) | -2% | 8% | -2% | 1% | -6% | -4% | -21%
Cc1ccc2c(c1)c(=O)c(C(=O)c1ccncc1)cn2CC(=O)Nc1ccc(C(C)C)cc1 | 3% | -8% | 5% | 4% | -14% | -1% | -6%
Cc1nc2c(-c3ccc(F)cc3)c(C)nn2c(C)c1CCC(=O)N1CCN(c2ccc(F)cc2)CC1 | 0% | -1% | 20% | -2% | -18% | -1% | 6%
CCc1ccccc1NC(=O)Nc1nnc(N(C)Cc2ccccc2)s1 | -2% | 9% | 1% | -6% | ? | -5% | -9%
Cc1ccc(Cl)cc1N1CCN(CCCNC(=O)Cn2ncc3c([nH]c4ccccc43)c2=O)CC1 | -1% | -13% | 0% | -1% | -6% | 0% | -8%
COc1ccccc1NC(=O)c1cc(=O)c2ccc(C)c(C)c2o1 | -2% | -5% | 0% | 4% | 5% | 2% | -12%
CCOc1ccccc1C(=O)NC1(C(F)(F)F)NC(=O)N(CCc2ccc(OC)c(OC)c2)C1=O (stereo unspecified) | 0% | 2% | 1% | 28% | -10% | -9% | 15%
Cc1cc(Cl)ccc1Nc1ncnc2onc(C)c12 | 0% | 14% | 0% | -9% | -17% | 1% | -12%

Only part of the results is shown. The share of hits here may be higher or lower than overall.
